# IDE inh: inhibitors of human insulin-degrading enzyme in cells. inhibition, % at 5.59 µM. AID 434962. P14735. HEK cells, FAbetaB cleavage, fluorescence polarization. 320,000 tested, 0.41% active;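 active = percent inhibition above the average of all tested compounds plus 3 SD, set per screening campaign, cut at about 16% in these data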;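 also: IDE supplied by intact live HEK cells; FP after avidin binding of uncleaved biotin substrate so inhibition keeps polarization high; 0% = DMSO wells and 100% = 60 µM reference IDE inhibitor Ii1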
# pCIP destab: p/CIP protein destabilization; Q05BA5; F442A p/CIP-EGFP cells, EGFP fluorescence, 16 h; decrease of EGFP signal, % at 10 µM; 290,000 tested, 0.01% active; AID 1984;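 active = EGFP signal decrease of at least 30% at 10 µM or well 3 SD below plate mean, unless failing retest; inactive = the rest, including hits failing retest or dose response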; also: some compounds called inactive have numbers as strong as hits; many of its hits are not listed in these tables
# M4 PAM: CHRM4 positive allosteric modulation; CHO-K1 hM4/Gqi5, Fluo-8 calcium fluorescence, ACh EC20; 0% = ACh EC20, 100% = maximal ACh; activation, % at 3 µM; 360,000 tested, 0.4% active;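 active = activation above its plate's cutoff, the mean activation of sample wells plus 3 SD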; also: some results filed as inactive read as strong as hits
# Target sequence (P08173 whole entry, looked up): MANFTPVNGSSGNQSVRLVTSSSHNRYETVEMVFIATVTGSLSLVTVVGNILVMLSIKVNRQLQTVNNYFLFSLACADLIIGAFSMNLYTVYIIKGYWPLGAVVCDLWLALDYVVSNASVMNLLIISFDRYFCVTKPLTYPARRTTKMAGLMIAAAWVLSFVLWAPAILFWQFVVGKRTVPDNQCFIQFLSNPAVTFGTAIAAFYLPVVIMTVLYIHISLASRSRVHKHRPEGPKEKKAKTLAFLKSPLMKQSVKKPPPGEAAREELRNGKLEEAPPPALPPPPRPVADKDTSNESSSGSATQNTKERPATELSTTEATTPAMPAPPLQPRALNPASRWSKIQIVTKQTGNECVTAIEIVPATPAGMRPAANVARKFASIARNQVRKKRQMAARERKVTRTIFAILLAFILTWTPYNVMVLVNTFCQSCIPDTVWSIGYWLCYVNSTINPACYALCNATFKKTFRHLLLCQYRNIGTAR
# CRFBP-R2 block: blocks CRF-induced signaling of the CRF-BP/CRF-R2 complex; HEK293 CRF-R2/CRF-BP, CRF-induced calcium fluorescence; 350,000 tested, 0.59% active; inhibition, % at 11.8 µM;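 active = inhibition of the ligand-induced calcium signal above about 50% at the single tested concentration, limit read from the data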
# MEKK3 PB1 HTS: modulators (inhibitors or enhancers) of MEK5 binding to human MEKK3 PB1 domain; Q99759; bead-based flow cytometry, Alexa488-MEK5 binding to MEKK3; actives lie on both sides; 0 = blocked by unlabeled MEK5, 100 = vehicle; binding response (% of control), % at 10 µM; 290,000 tested, 1.4% active;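 active = binding response more than 3 SD above or below the average of its plate-row segment, actives on both sides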;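 also: Alexa488 bead fluorescence after subtracting the streptavidin-only scavenger bead signal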
# IDE cell activ: activators of human insulin-degrading enzyme in cells; P14735; activation, % at 5.96 µM; AID 493087; HEK cells, FAbeta-B cleavage, fluorescence polarization; 0% vehicle, 100% cell-free pure enzyme wells; 340,000 tested, 0.073% active;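 active = activation above the mean of all tested compounds plus 3 SD, set per screening campaign, cut at about 17% in these data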
# PHOSPHO1 inh: blocks human PHOSPHO1 phosphatase activity; recombinant PHOSPHO1, absorbance phosphatase assay; 290,000 tested, 1.1% active; inhibition, % at 13.3 µM; in the data active = inhibition above about 60%
# Target sequence (Q8TCT1 whole entry, looked up): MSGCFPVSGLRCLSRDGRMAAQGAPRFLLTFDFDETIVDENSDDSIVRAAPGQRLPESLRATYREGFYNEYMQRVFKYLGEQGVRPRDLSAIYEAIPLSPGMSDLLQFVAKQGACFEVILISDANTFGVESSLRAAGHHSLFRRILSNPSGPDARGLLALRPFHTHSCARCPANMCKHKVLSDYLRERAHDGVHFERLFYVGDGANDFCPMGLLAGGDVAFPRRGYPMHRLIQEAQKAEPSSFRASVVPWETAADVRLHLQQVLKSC
# GalR3 antagonist: blocks the human galanin receptor 3; 360,000 tested, 0.44% active; O60755; HEK293 GalR3-CNG cAMP membrane potential fluorescence; galR3 body fused to GalR1 C-terminus; inhibition, % at 3 µM; AID 651719;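 active = inhibition above the screen-wide average plus 3 SD, cut at about 13% in these data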;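 also: forskolin and galanin both at EC90 stimulate the cells; cAMP rise reported by CNG channel membrane potential dye signal; 0% = forskolin plus galanin with DMSO and 100% = forskolin alone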
# Target sequence (O60755 1-299 limits assumed): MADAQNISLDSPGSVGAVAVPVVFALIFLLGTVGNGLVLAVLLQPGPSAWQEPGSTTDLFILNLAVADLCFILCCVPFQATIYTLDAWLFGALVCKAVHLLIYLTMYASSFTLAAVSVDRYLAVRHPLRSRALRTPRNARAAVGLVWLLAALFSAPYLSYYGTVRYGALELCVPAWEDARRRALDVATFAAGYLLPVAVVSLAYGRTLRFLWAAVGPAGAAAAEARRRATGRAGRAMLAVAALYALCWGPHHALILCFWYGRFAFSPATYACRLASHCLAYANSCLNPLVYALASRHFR
# CRFR2-BP ag: CRF-BP/CRF-R2 complex agonism. HEK293 CRF-R2/CRF-BP, calcium dye fluorescence (FLIPR); percent of saturating CRF peptide response. activation, % at 13.2 µM. 350,000 tested, 0.46% active. AID 588473;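 active = activation of at least 50%, plus an integration ratio under a set limit after plate pattern correction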;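 also: plate controls were neutral control wells without compound for no effect and CRF at EC100 for full effect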
# Starred values were filed as active, the others as inactive; nt = not tested or not shown.
1. O=C(NCCCn1ccnc1)c1ccncc1
2. Cc1c(CC(=O)NCCCCCC(=O)O)c(=O)oc2c(C)c3oc4c(c3cc12)CCCC4
3. O=C(CCNC(=O)c1ccc([N+](=O)[O-])cc1)NCc1ccccc1
4. CC(=O)N(C)c1ccc(NC(=O)Nc2cccc3ccccc23)cc1
5. Cc1ccc(NC(=O)N/C=C/c2ccc(Cl)cc2)cc1
6. Brc1ccc(OCc2ccccc2)c(CNCc2ccncc2)c1
7. O=C(N/C(=C/c1cccnc1)C(=O)N1CCOCC1)c1ccccc1Cl
8. C[C@@H](NC(=O)c1[nH]cnc1C(=O)Nc1ccccc1)c1ccccc1
9. CCOC(=O)C1(C)/C(=N/Nc2ccccc2OC)C(=O)C(=O)N1c1ccccc1 (configuration not stated)
10. CCCCn1c(SCC(=O)Nc2cc(C)[nH]n2)nc2ccsc2c1=O
assay / entry	1	2	3	4	5	6	7	8	9	10
IDE inh	-4	nt	nt	-7	2	11	3	0	-1	-2
pCIP destab	-28	2	nt	-10	-26	-11	-6	nt	-10	-13
M4 PAM	3	14*	6	4	3	-14	11	7	9	3
CRFBP-R2 block	22	8	1	0	-3	11	0	-1	20	-42
MEKK3 PB1 HTS	97	106	nt	103	nt	101	105	nt	101	99
IDE cell activ	-4	-5	4	1	0	-17	3	-1	1	1
PHOSPHO1 inh	-25	33	nt	47	-39	-41	49	nt	2	21
GalR3 antagonist	-4	-2	-2	4	1	-5	-1	-4	-4	-3
CRFR2-BP ag	0.2	-2.8	-0.8	0.0	-1.7	-1.9	-0.8	-1.5	0.6	1.3

# Taken from above:
# Result for entry 4 under pCIP destab: -10
# Result for entry 10 under IDE inh: -2

# (listing goes on)
11. COc1ccc(-c2csc(N3N=C(C)C(C)C3=O)n2)cc1 (configuration not stated)
12. COc1ccccc1N(CC(=O)NCCc1ccccc1)C(=O)CCC(=O)Nc1cc(C)ccn1
13. NC(=O)c1cccc2ccccc12
14. N/C(=N\OC(=O)COc1ccc(Br)cc1Cl)c1cccnc1
15. Cc1cccc(C)c1NC(=O)CNC(=O)Cc1ccccc1[N+](=O)[O-]
16. CC(CNC(=O)COc1ccccc1)OC(=O)Nc1ccc(Cl)c(Cl)c1 (configuration not stated)
17. C/C(CC(=O)N1CCN(C=O)CC1)=N\NC(=O)c1ccc(Cl)cc1
18. C[C@H]1CC[C@]2(O[C@@H](CCO)C[C@@H](O)[C@@H]2O)O1
19. COc1ccccc1OCC(=O)Nc1oc(-c2ccccc2)c(-c2ccccc2)c1C#N
20. Fc1ccc(CSc2ncnc3c2ncn3C2CCCCO2)cc1 (configuration not stated)
assay / entry	11	12	13	14	15	16	17	18	19	20
IDE inh	4	-4	2	-2	-3	8	3	0	7	nt
pCIP destab	0	-8	2	1	-5	-14	-4	nt	9	nt
M4 PAM	-1	-1	-11	-5	-2	-12	-4	8	9	0
CRFBP-R2 block	-12	-7	1	8	-1	-18	10	6	-2	4
MEKK3 PB1 HTS	110	104	96	99	102	107	101	96	99	nt
IDE cell activ	-3	4	0	0	9	8	2	7	1	-3
PHOSPHO1 inh	49	32	28	18	24	2	-5	nt	4	nt
GalR3 antagonist	-4	-6	-4	-6	-8	-7	-5	-1	-4	-5
CRFR2-BP ag	0.4	-2.0	2.3	-0.3	0.4	-1.9	-2.4	2.2	2.8	-3.6

21. CCOC(=O)c1c(N2C(=O)Nc3ccccc3N2O)sc2c1CCCCC2
22. CCN(CC)c1ccc(/C=N/NC(=S)NCc2ccco2)cc1
23. Cc1ccc(C(=O)c2ccccc2C(=O)OCC(=O)N2CCCC2)cc1
24. CCCC(=O)Nc1cc(C)cn(Cc2c(F)cccc2Cl)c1=O
25. CCN(Cc1ccncc1)C(=O)CCc1ccccc1
26. CC1=C(C(=O)O)N2C(=O)C(NC(=O)c3c(F)cccc3F)C2SC1 (configuration not stated)
27. O=C(NCC1CCN(S(=O)(=O)c2ccccc2)CC1)Nc1ccc(F)cc1
28. O=C(NC1CCCC1)C(=O)c1c[nH]c2ccccc12
29. CNCCCOc1cccc(Oc2ccccc2)c1
30. CCc1ccc(OCC(=O)Nc2cccc3c2CCCC3)cc1
assay / entry	21	22	23	24	25	26	27	28	29	30
IDE inh	-5	9	-2	1	-2	nt	12	3	0	-5
pCIP destab	-8	-12	nt	6	-11	nt	-6	-16	10	12
M4 PAM	3	-1	19	5	-2	7	-19	0	2	-2
CRFBP-R2 block	-3	9	11	-9	-3	10	4	6	-13	-35
MEKK3 PB1 HTS	105	100	nt	92	104	nt	92	107	110	115
IDE cell activ	1	5	2	1	-6	-4	4	5	-2	0
PHOSPHO1 inh	-21	-12	nt	3	19	nt	12	63*	39	-9
GalR3 antagonist	-1	-6	-2	-9	-5	-4	4	-3	-12	-5
CRFR2-BP ag	-1.5	-2.5	-2.2	-0.2	-2.0	0.6	-2.0	-0.5	2.8	-0.5

31. CCOC(=O)C1CCN(C(=O)COC(=O)/C=C/c2ccccc2)CC1
32. C=CCn1c(C(CC)CC)nc2ccccc21
33. O=C(NCCC(=O)N(Cc1ccco1)Cc1cccs1)c1ccc([N+](=O)[O-])cc1
34. COc1cccc(C2CNC3(CCCC(C)C3)c3[nH]c4ccccc4c32)c1OC (configuration not stated)
35. O=C(Nc1ccccc1)c1nc[nH]c1C(=O)NCCN(CCNC(=O)c1[nH]cnc1C(=O)Nc1ccccc1)CCNC(=O)c1[nH]cnc1C(=O)Nc1ccccc1
36. COc1ccc(CCNC(=O)CC2(CC3=NS(=O)(=O)c4ccccc4N3)CCCC2)cc1OC
37. O=C(COc1ccc2c3c(c(=O)oc2c1)CCC3)N1CCN(c2ccc(F)cc2)CC1
38. CCOc1ccc(NC(=O)CSc2cn[nH]n2)cc1
39. O=C(Nc1ccccc1[N+](=O)[O-])c1cc2ccccc2nc1Cl
40. O=C(NN1C(=O)/C(=C/c2ccc(O)c(O)c2)SC1=S)c1ccccc1
assay / entry	31	32	33	34	35	36	37	38	39	40
IDE inh	-2	2	nt	1	1	-4	10	2	-2	43*
pCIP destab	nt	0	nt	-4	nt	-16	5	nt	-7	-181
M4 PAM	9	-5	5	-8	16	-3	-4	10	11	-11
CRFBP-R2 block	-1	8	26	-10	2	3	-19	0	5	-24
MEKK3 PB1 HTS	nt	116	nt	106	nt	98	103	nt	92	102
IDE cell activ	2	nt	0	4	4	5	-9	-1	1	-43
PHOSPHO1 inh	nt	6	nt	23	nt	30	15	nt	25	29
GalR3 antagonist	-6	0	-5	-13	0	-4	-1	-4	-3	-11
CRFR2-BP ag	0.4	-1.5	-2.1	1.5	1.6	0.4	0.1	-0.6	-0.9	11

41. Cc1cccc(C(=O)OCC(=O)Nc2c(C)nn(-c3ccccc3)c2C)c1O
42. CCOC(=O)Cc1csc(NC(=O)c2cc(C)c(C)s2)n1
43. Cc1cc(C)nc(N/N=C/c2c[nH]c3ccccc23)n1
44. Cc1ccccc1NC(=O)c1cc2ccccc2o1
45. O=C1CCN(S(=O)(=O)c2ccccc2)N1
46. CCCCCNC(=O)CCn1c(=O)oc2ccccc21
47. CCOC(=O)c1cc2c(c(-c3ccccc3)n1)[C@@H](CCO)N(S(=O)(=O)C(C)(C)C)C2
48. Cc1cccc(C)c1OCc1cc(C(=O)N(C)Cc2cc(C3CC3)n[nH]2)no1
49. COc1ccc(C(=O)N(C)C(C)c2nccs2)cc1OC1CCN(C(C)=O)CC1 (configuration not stated)
50. COc1cc(CNCCc2c[nH]c3ccccc23)ccc1OCc1ccc(F)cc1
assay / entry	41	42	43	44	45	46	47	48	49	50
IDE inh	0	1	3	-1	2	6	nt	-1	nt	-3
pCIP destab	nt	nt	-3	-9	-7	-2	nt	-1	nt	-10
M4 PAM	-8	-2	6	-3	8	1	9	1	-1	-2
CRFBP-R2 block	-8	8	-40	-6	0	4	-2	5	9	-33
MEKK3 PB1 HTS	nt	nt	99	108	nt	105	nt	98	nt	106
IDE cell activ	4	0	4	-2	3	5	5	-1	nt	9
PHOSPHO1 inh	nt	nt	0	8	26	-8	nt	53	nt	-52
GalR3 antagonist	-5	-9	3	-11	-3	-4	-4	-1	-9	-7
CRFR2-BP ag	-0.7	0.8	1.3	-1.9	-2.4	-0.7	0.0	-5.1	0.7	-2.6

# Part of the list above, reformatted.
entry	Molecule	IDE inh	pCIP destab	M4 PAM	CRFBP-R2 block	MEKK3 PB1 HTS	IDE cell activ	PHOSPHO1 inh	GalR3 antagonist	CRFR2-BP ag
41	Cc1cccc(C(=O)OCC(=O)Nc2c(C)nn(-c3ccccc3)c2C)c1O	0	nt	-8	-8	nt	4	nt	-5	-0.7
49	COc1ccc(C(=O)N(C)C(C)c2nccs2)cc1OC1CCN(C(C)=O)CC1 (configuration not stated)	nt	nt	-1	9	nt	nt	nt	-9	0.7

# Continuation:
51. Cc1cc2c(c(C)nn2-c2ccccc2)c(=O)o1
52. CC(=O)Nc1ccccc1NC(=O)c1cc(C)cc(C)c1
53. O=c1c2[nH]c3ccccc3c2ncn1CCCn1ccnc1
54. Cc1ccc2c(c1)c1nnc(SCC(=O)NC3CC3)nc1n2C
55. Cc1nc(-c2ccc(F)cc2)c(CC(=O)N(C)CC(=O)Nc2cccc(F)c2)s1
56. O=C1CSC(=S)N1N=Cc1c(F)cccc1Cl
57. COC(=O)c1c(NC(=O)C2CCC2)sc(C(=O)N(C)C)c1C
58. COC(=O)Cn1c(C)nc(=O)c(-c2ccccc2)c1C
59. O=C(Nc1ccc(Cl)c(Cl)c1)N1CC=CCC1
60. COc1ccc(F)cc1S(=O)(=O)NCc1cc(=O)n(C)c(=O)n1C
assay / entry	51	52	53	54	55	56	57	58	59	60
IDE inh	5	5	3	5	nt	nt	-8	-3	-3	10
pCIP destab	-7	1	10	11	nt	nt	5	-5	-1	-3
M4 PAM	9	-1	18	-1	4	1	6	3	0	-1
CRFBP-R2 block	4	-1	2	nt	-6	29	-4	0	4	3
MEKK3 PB1 HTS	100	103	102	104	nt	nt	98	101	100	105
IDE cell activ	5	6	-3	-1	nt	nt	6	4	-1	1
PHOSPHO1 inh	-10	37	18	-5	nt	nt	21	-2	-36	32
GalR3 antagonist	-3	1	3	-4	-8	-5	-6	2	4	-5
CRFR2-BP ag	-0.3	1.0	-1.6	nt	-0.2	55*	-1.1	1.2	-1.6	4.5

# Arranged by value in MEKK3 PB1 HTS (ascending): some entries from above
no.	canonical_smiles	MEKK3 PB1 HTS
51	Cc1cc2c(c(C)nn2-c2ccccc2)c(=O)o1	100
60	COc1ccc(F)cc1S(=O)(=O)NCc1cc(=O)n(C)c(=O)n1C	105
34	COc1cccc(C2CNC3(CCCC(C)C3)c3[nH]c4ccccc4c32)c1OC (configuration not stated)	106

# Compounds listed so far with bromine (2):
6. Brc1ccc(OCc2ccccc2)c(CNCc2ccncc2)c1
14. N/C(=N\OC(=O)COc1ccc(Br)cc1Cl)c1cccnc1
assay / entry	6	14
IDE inh	11	-2
pCIP destab	-11	1
M4 PAM	-14	-5
CRFBP-R2 block	11	8
MEKK3 PB1 HTS	101	99
IDE cell activ	-17	0
PHOSPHO1 inh	-41	18
GalR3 antagonist	-5	-6
CRFR2-BP ag	-1.9	-0.3

# Screening data (PubChem BioAssay)
